Screening results (PubChem BioAssay)
HT1080-NT tox: kills 2HG-producing HT-1080-NT fibrosarcoma cells; HT-1080-NT fibrosarcoma viability, CellTiter-Glo ATP luminescence, 48 h; Potency, µM (titrated, usually from 46.1 µM), without a hit: at the top dose activity, negative = less viability, actives largely listed as cytotoxic; 360,000 compounds, 1.6% hits;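 also: NT is the 2HG producing partner of a matched IDH1 knockdown line; potency is read from the fitted curve at half-maximal effect; 0% = DMSO-treated cells and -100% = media-only wells without cells; nearly all actives have a fitted effect of over 55% in size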
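HT-1080-NT fibrosarcoma cells (2HG-overproducing), 750 cells/well in RPMI with 5% FBS, dosed after 2 h and incubated 48 h at 37C. CellTiter-Glo luminescence normalized to DMSO and no-cell wells; concentration-response curves fitted and classed.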
SW480 rereplic: inducers of DNA re-replication in SW480 colon cancer cells. SW480 DNA re-replication, Hoechst DNA content imaging, 48 h. Potency, µM (highest dose often 46.1 µM), without a hit: at the top dose re-replication activation, hits mostly activators. 340,000 compounds, 1.8% hits. AID 624297; also: potency is read from the fitted curve at half-maximal effect; % of control where 0% means no effect; nearly all actives have a fitted effect of over 55% in size
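Per well, 250 cells were exposed to pinned compound for 48 hr. Nuclear DNA was visualised with Hoechst (40 min, 37 C) and total object intensity recorded by fluorescence scanning.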
HT1080 IDH1KD tx: toxicity to HT-1080 IDH1 knockdown cells (counter line). HT-1080 IDH1 knockdown viability, ATP luminescence, 48 h. 360,000 compounds, 2% hits. Potency, µM (highest dose often 46.1 µM), for inactives: at the top dose activity, negative = toxicity, most hits filed as cytotoxic;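 also: potency is read from the fitted curve at half-maximal effect; 0% = DMSO wells and -100% = cell-free medium wells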
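After a 2 h attachment period, IDH1KD HT-1080 cells took pin-transferred compound for 48 h at 37 °C; ATP-based luminescence after 10 min room-temperature reagent incubation reported viability.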
MCF10A rereplic: induces DNA re-replication in MCF 10a normal breast cells | MCF 10A DNA re-replication, Hoechst nuclear intensity, 48 h | Potency, µM (series often up to 46.1 µM), without a hit: top-dose activity, positive = re-replication, usual class: activators | 350,000 compounds, 2.9% hits; also: potency is read from the fitted curve at half-maximal effect; % of control where 0% means no effect; nearly all actives have a fitted effect of over 50% in size
KB-3-1 cytotox: kills parental KB-3-1 adenocarcinoma cells | AID 1347075 | 400,000 compounds, 1.4% hits | Potency, µM (doses to about 46.1 µM), for inactives: at the highest dose activity change, negative = cytotoxic, most hits filed as cytotoxic | KB-3-1 viability, CellTiter-Glo ATP luminescence, 72 h; also: potency is read from the fitted curve at half-maximal effect; % is scaled to controls: 0 for no effect and ±100 for the full control effect; nearly all actives have a fitted effect of over 60% in size
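Multi-concentration cytotoxicity screen in KB-3-1 cells grown in DMEM lacking phenol red with 10% FBS. After 72 h at 37 °C with compound, ATP-dependent luminescence was recorded.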
ATXN viability: reduces viability in counter-screen for ATXN expression inhibitors; S2 cells (HEK-293 line with an ATXN2-luciferase reporter) viability, CellTiter-Fluor protease fluorescence, 24 h; 400,000 compounds, 0.49% hits; Potency, µM (titrated, usually from 56.7 µM), hits mostly cytotoxic; also: potency is read from the fitted curve at half-maximal effect; nearly all actives have a fitted effect of over 40% in size
ATXN2 expr inh: reduces ATXN2 reporter expression in HEK-293 cells; AID 1745845; 360,000 compounds, 0.72% hits; Potency, µM (top dose mostly 57 µM), inactives show at the highest dose activity change, negative = inhibition, actives largely listed as inhibitors; HEK-293 ATXN2-luciferase reporter, luminescence, 24 h; also: potency is read from the fitted curve at half-maximal effect; % is scaled to controls: 0 for no effect and ±100 for the full control effect; nearly all actives have a fitted effect of over 55% in size
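ATXN2-luciferase reporter cells (luciferase flanked by upstream and downstream ATXN2 gene portions) were treated 24 h at 37 °C with compounds at up to 57 uM. SteadyGlo luminescence gave expression; GF-AFC fluorescence gave viability.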
IL1B secr inh: inflammasome signaling inhibition, IL-1 beta readout | THP-1 LPS/ATP IL-1B secretion, AlphaLISA, 16 h; hits give low values | 360,000 compounds, 4.7% hits | activity change, % at 57.5 µM; in the data active = activity change below about -50%; inconclusive = mostly about -30% to -49%; also: % is scaled to controls: 0 for no effect and ±100 for the full control effect
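THP-1 cells pretreated 1 hr with compounds (up to 57.5 uM final), then stimulated with LPS (250 ng/mL final) plus ATP (1.25 mM final); secreted IL-1B measured by AlphaLISA after 16 hr, decreased signal indicating inhibition.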
KB-V1 MDR tox: KB-V1 MDR subline cytotoxicity | AID 1347076 | Potency, µM (doses to about 46.1 µM), without a hit: top-dose activity change, negative = cytotoxicity, most hits filed as cytotoxic | KB-V1 MDR cells viability, CellTiter-Glo, 72 h | 400,000 compounds, 3.4% hits; also: potency is read from the fitted curve at half-maximal effect; % is scaled to controls: 0 for no effect and ±100 for the full control effect; nearly all actives have a fitted effect of over 60% in size
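Drug-selected KB-V1 cells, grown in DMEM lacking phenol red with 10% FBS, receive compound titrations; after three days at 37 degrees C, surviving cell ATP is quantified by CellTiter-Glo luminescence and responses normalized and curve-fitted.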
* = called active by the depositor; i = inactive; ? = inconclusive; nt = not tested or not shown; & = joins results of further samples; [ ] = dose if it differs, or a comment. Unless noted, calls follow the shape of the dose curve; as a rule, active = well fitted curve in the direction sought with a large enough effect; inconclusive = small, poorly fitted or top-dose-only effect, or another doubt; inactive = no such curve, though single readings can be large; an effect the other way counts as inactive or inconclusive.

#	structure	HT1080-NT tox	SW480 rereplic	HT1080 IDH1KD tx	MCF10A rereplic	KB-3-1 cytotox	ATXN viability	ATXN2 expr inh	IL1B secr inh	KB-V1 MDR tox
1	COc1cc2[nH]c(=S)nc(NCc3ccc(C)cc3)c2cc1OC	3%	?	1%	8%	2%	?	nt	-8	9%
2	Cc1ccc(CNC(=O)CCSCc2ccc(C)cc2)cc1	14%	-1%	5%	-5%	-1%	i	11%	7	22%
3	Cn1c(N)c(C(=O)COC(=O)c2ccccc2C(=O)c2ccc(Cl)c([N+](=O)[O-])c2)c(=O)n(C)c1=O	?	?	?	12µM*	?	nt	?	-99*	13%
4	CCOC(=O)C1C(=O)C=C(c2ccccc2)CC1c1ccccc1 (stereo not given)	-6%	-6%	-14%	?	-11%	i	5%	?	?
5	Cn1nc(C(C)(C)C)c([N+](=O)[O-])c1C(=O)Nc1cccc2ccccc12	0%	6%	-12%	?	0%	i	-30%	-18	11%
6	CCCCC(CC)C(=O)Nc1ccc(C)c(O)c1 (stereo not given)	22%	1%	9%	0%	-6%	i	-21%	-17	-11%
7	Oc1ccc(C[C@H]2CNC(=S)N2C[C@H]2CCCN2C[C@H](Cc2ccccc2)N2C[C@H](Cc3ccc(O)cc3)N(CCc3ccccc3)C2=S)cc1	15µM*	nt	18µM*	nt	?	?	?	?	7%
8	C=CCN(c1ccccc1)S(=O)(=O)c1cccc(C(=O)Nc2nc3ccccc3[nH]2)c1	-20%	7%	-21%	26%	-18%	i	-25%	-20	-15%
9	CCOC(=O)c1c(NC(=O)CSc2ncn[nH]2)sc(C(=O)NC)c1C	1%	-11%	4%	1%	?	i	2%	0	20%
10	NN=C1C(=O)c2cccc3cccc1c23	2%	-7%	1%	?	1%	i	-18%	-9	12%
11	Cc1ccc2c(=O)c(C(=O)c3cccc(Cl)c3)cn(CC(=O)NC3CCCCC3)c2n1	nt	nt	nt	nt	6%	i	16%	nt	-11%
12	Cc1ccc(S(=O)(=O)Oc2ccccc2/C=C2/SC(=O)NC2=O)cc1	-23%	-6%	-19%	?	-5%	i	-10%	29	6%
13	CC(=O)c1ccc(C#CC(C)(C)O)s1	1%	?	0%	?	-41%	i	79%[activator]	2	-26%
14	COC(=O)CSC1=C(C#N)C(c2cccc(F)c2)CC(=O)N1 (stereo not given)	15µM*	?	?	?	16µM*	i	-20%	53	?
15	CNc1nc(C)c(C(=O)c2ccc(Cl)cc2)s1	-2%	-4%	-19%	5%	-3%	i	24%	27	0%
16	C[C@H]1NC(=O)[C@]2(C)[C@@H](c3ccccc3)[C@H]3COc4ccccc4[C@@H]3N2C1=O	14%	-15%	6%	?	4%	i	9%	0	14%
17	O=C(COC(=O)c1ccc(Cl)nc1)NCc1ccc2c(c1)OCO2	4%	-2%	0%	6%	-8%	i	3%	20	1%
18	O=C(C[n+]1cccc(CO)c1)Nc1nc2ccccc2s1	0%	-64%[inhibitor]	-1%	?	0%	i	-17%	13	0%
19	O=C(OC(C(=O)NCc1cccs1)c1ccc(F)cc1)c1ccco1 (stereo not given)	17%	-2%	13%	-14%	-3%	i	-13%	0	3%
20	COCCNC(=O)c1ccc(CS(=O)(=O)c2ccc(C)cc2)o1	-1%	0%	0%	-2%	-2%	i	-5%	9	3%
21	CC1(C(=O)NC2CCc3ccccc32)CCN1CCc1ccccc1 (stereo not given)	-1%	nt	4%	nt	-1%	i	-21%	27	0%
22	O=c1cc(-c2cccc(Br)c2)oc2cccc(O)c12	0%	4%	3%	-2%	-9%	i	9%	15	-1%
23	O=[N+]([O-])c1ccccc1/C=C/C=N/Nc1nc(N2CCCCC2)nc(N2CCCCC2)n1	1%	-2%	0%	15%	0%	i	-29%	10	-6%
24	COc1ccc(C(C#N)N2CCOCC2)cc1 (stereo not given)	13%	-1%	3%	-3%	8%	i	3%	23	27%
25	Cc1cccc(S(=O)(=O)Nc2ccc(-n3c(C)nc4ccccc4c3=O)cc2)c1	4%	-4%	4%	8%	14%	?	3%	-14	-1%
26	C/C(=N\NC(=O)Cc1ccc(Cl)cc1)c1ccc(F)cc1	-4%	0%	3%	0%	-3%	i	nt	-7	-19%
27	O=C(Nc1cc([N+](=O)[O-])ccc1N1CCCC1)c1ccco1	6%	0%	-1%	-7%	-1%	?	-7%	5	-20%
28	COc1cccc(/C=N/NC(=S)Nc2cccc(C(=O)O)c2)c1O	-4%	9%	-2%	1%	-2%	nt	?	34	5%
29	CC1=C(C(=O)N(C)C)CC(CC(=O)NC2CC2)C(=O)N1Cc1ccc(C(C)(C)C)cc1 (stereo not given)	1%	nt	-2%	nt	-8%	i	4%	20	-16%
30	Cc1cc(NC(=O)CN2CCC(O)CC2)nc2c1c(=O)oc1ccccc12	nt	nt	nt	nt	1%	i	6%	nt	?
31	N#C/C(=C/c1ccc(F)cc1)c1nnc(NC(=O)c2ccccc2)s1	7%	-5%	8%	?	14%	nt	-3%	-7	-2%
32	CCn1c(=O)c2cc(C(=O)NC(C)C)sc2c2ccccc21	4%	-12%	10%	7%	?	i	-12%	0	-26%
33	CCCCC(=O)Nc1c(-c2cccc(OC)c2)c(=O)c2ccccc2n1C	0%	-14%	0%	6%	?	i	-17%	17	22%
34	N=c1c(C(=O)NCc2ccco2)cc2c(=O)n3ccccc3nc2n1Cc1ccccc1	-14%	15µM*	-14%	18µM*	?	?	-24%	42	?
35	COc1cc(SC)ccc1C(=O)OCC(=O)NCCNC(=O)COC(=O)c1ccc(SC)cc1OC	-6%	-6%	-3%	0%	-12%	i	-13%	1	-21%
36	C/C(Cc1ccccc1)=N\NC(=O)CNC(=O)/C=C\c1ccccc1	0%	-4%	9%	-3%	0%	i	-16%	nt	-5%
37	O=C(NNC(=S)NC(=O)c1ccccc1)c1ccc([N+](=O)[O-])cc1	-30%	4%	-27%	3%	-12%	i	nt	47	-20%
38	O=C(NCCc1ccc(Cl)cc1)c1cnc2sc(N3CCOCC3)nn2c1=O	nt	nt	nt	nt	18%	i	-7%	nt	?
39	C=CCNc1nc(C(=O)OCC)nc2ccccc12	1%	0%	1%	4%	-1%	i	nt	-10	0%
40	O=C(O)c1ccc(NS(=O)(=O)c2cc(Cl)ccc2Cl)cc1O	22%	-2%[9.22 µM]	19%	-2%	14%	i	9%	0	9%
41	Cc1cc(C(C)(C)CC(C)(C)C)ccc1OCCOCC[N+](C)(C)Cc1ccccc1	?	-63%[inhibitor]	?	?	?	?	?	23	8%
42	CCOc1cccc(CN2CCC(n3nccc3NC(=O)C3CCCC3)CC2)c1	-3%	1%	-1%	3%	23%	i	-5%	-3	16µM*
43	O=C(O)c1ccc2c(c1)C(=O)N(CCc1ccccc1)C2=O	3%	-4%	2%	5%	9%	i	6%	57	?
44	O=C(Nc1ccc(F)cc1)N1CCN(c2ccc3nnc(-c4ccc(F)cc4)n3n2)CC1	?	6%	?	19%	2%&-13%	?	?	-21	-6%&37%
45	Cc1cc([N+](=O)[O-])c(-c2ccc(/C=N/n3cnnc3)o2)cc1Cl	10µM*	-5%	-24%	16%	-9%	i	5%	-1	3%
46	C=CCOC(=O)Nc1snnc1C	9%	-8%	9%[9.24 µM]	1%	3%	i	-9%	-2	-21%
47	C=CCn1c(COc2ccc(F)cc2)nnc1SCC(=O)NC1CC1	4%	-4%	10%	0%	-2%	i	7%	7	15%
48	COc1ccc(Nc2nc(N)c([N+](=O)[O-])c(N3CCCC3)n2)cc1	-5%	?	-24%	?	?	?	-9%	-12	-7%

One compound at a time (already shown).
CCOc1cccc(CN2CCC(n3nccc3NC(=O)C3CCCC3)CC2)c1 is listed with HT1080-NT tox: -3%; SW480 rereplic: 1%; HT1080 IDH1KD tx: -1%; MCF10A rereplic: 3%; KB-3-1 cytotox: 23%; ATXN viability: i; ATXN2 expr inh: -5%; IL1B secr inh: -3; KB-V1 MDR tox: 16µM*
COc1ccc(Nc2nc(N)c([N+](=O)[O-])c(N3CCCC3)n2)cc1 is listed with HT1080-NT tox: -5%; SW480 rereplic: ?; HT1080 IDH1KD tx: -24%; MCF10A rereplic: ?; KB-3-1 cytotox: ?; ATXN viability: ?; ATXN2 expr inh: -9%; IL1B secr inh: -12; KB-V1 MDR tox: -7%

Laid out differently: 6 of the compounds above.
[24] COc1ccc(C(C#N)N2CCOCC2)cc1 (stereo not given)
[25] Cc1cccc(S(=O)(=O)Nc2ccc(-n3c(C)nc4ccccc4c3=O)cc2)c1
[26] C/C(=N\NC(=O)Cc1ccc(Cl)cc1)c1ccc(F)cc1
[27] O=C(Nc1cc([N+](=O)[O-])ccc1N1CCCC1)c1ccco1
[28] COc1cccc(/C=N/NC(=S)Nc2cccc(C(=O)O)c2)c1O
[29] CC1=C(C(=O)N(C)C)CC(CC(=O)NC2CC2)C(=O)N1Cc1ccc(C(C)(C)C)cc1 (stereo not given)
entry no.,24,25,26,27,28,29
HT1080-NT tox,13%,4%,-4%,6%,-4%,1%
SW480 rereplic,-1%,-4%,0%,0%,9%,nt
HT1080 IDH1KD tx,3%,4%,3%,-1%,-2%,-2%
MCF10A rereplic,-3%,8%,0%,-7%,1%,nt
KB-3-1 cytotox,8%,14%,-3%,-1%,-2%,-8%
ATXN viability,i,?,i,?,nt,i
ATXN2 expr inh,3%,3%,nt,-7%,?,4%
IL1B secr inh,23,-14,-7,5,34,20
KB-V1 MDR tox,27%,-1%,-19%,-20%,5%,-16%
